# Compound activity as filed in PubChem BioAssay.
# MT stabilize HCS: microtubule stabilization, imaging screen. HeLa tubulin immunostaining HCS, 24 h; share of cells brighter than vehicle mean+2SD. % tubulin-high responders, % at 10 µM. 200,000 compounds, 0.83% hits;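 active means plate Z-score above 3 for both tubulin-high and condensed-nucleus cell shares, with cell loss under 80%, at 10 µM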;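 further: anti alpha tubulin signal scored within the nucleus-defined area of each cell; some results filed as inactive read as strong as hits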
# P. falciparum M17LAP: P. falciparum M17LAP inhibitors, primary screen, biochemical, fluorogenic H-Leu-NHMec substrate, 1536-well (AID 1619). 220,000 compounds, 0.38% hits. one-dose inhibition, % at 30 µM; IC50 in µM for titrated hits. recombinant M17LAP, H-Leu-NHMec fluorogenic kinetic assay; higher % means a stronger effect;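 active means compound inhibiting the enzyme by more than half at any dose during confirmatory dose-response retesting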;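 further: plate controls were full reaction with DMSO carrier for no effect and no enzyme background for full effect; strong numbers were not always called active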
# T cell HTS: T cell immune modulation candidate. calls only at 7 µM. 330,000 compounds, 0.068% hits. 2C CD8+ T cell-vesicle binding, flow cytometry; active compounds read low;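 active means response, share of CD8 T cells binding vesicles, and their 90th percentile fluorescence all below set limits, cut at about 80% in these data, passing the limit was not always enough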
#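 incubation = binding step 1.5 h, 37 °C, antibody labelling 20 min, ice | test system = 2C mouse CD8+ T cells | read-out basis = percent CD8+ FL2 mean versus row control | controls = Peptide-free naked vesicles (low) and QL9 vesicles with 0.7% DMSO vehicle (high) | detection = flow cytometry of vesicle-bound cells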
# Dynein transport: blocks dynein driven cargo transport along microtubules | 3617.4 mouse cells, GR-EGFP nuclear translocation imaging; test concentration mostly 20 µM; stimulated with dexamethasone, 1 µM; active compounds read low | z-score, hits read low | 220,000 compounds, 0.47% hits;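 active means plate z-score of nuclear minus cytoplasmic receptor signal below a set negative limit, without overly bright fluorescence or cell loss, cut at about -3.5 in these data, passing the limit was not always enough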;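 further: z-score of nuclear minus cytoplasmic ring GR-EGFP intensity difference per well; some compounds called inactive have numbers as strong as hits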
#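 Schedule: 48 h induction, then 1 h compound, then 30 min agonist, 37 °C. Buffer or medium: tetracycline-free induction medium containing charcoal-stripped FBS. Reagent: 1.0 µM final dexamethasone stimulus. Evaluation: nuclear versus cytoplasmic GR-EGFP signal, averaged per well. Signal: high-content fluorescence imaging after fixation.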
# Autophagy HCS: alters autophagy in cells | calls only at 10 µM (by protocol) | 190,000 compounds, 0.98% hits | MEF GFP-LC3 puncta imaging; test concentration mostly 10 µM;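 active means percentage of spot-positive cells more than 3 SD above its plate mean, without a fluorescence outlier flag or 80% toxicity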;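 further: spot-positive cell cutoff set from DMSO-treated cells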
# P. falciparum M1AAP: malaria alanyl aminopeptidase activity blockers – biochemical, fluorogenic H-Leu-NHMec substrate, 1536-well (AID 1445) | recombinant M1AAP, H-Leu-NHMec fluorogenic kinetic assay; higher % means a stronger effect | one-dose inhibition, % at 30 µM; IC50 in µM for titrated hits | 220,000 compounds, 0.42% hits;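 active means primary inhibition above the hit cutoff, then over 50% inhibition at one or more dose response concentrations, cut at about 23% in these data, passing the limit was not always enough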;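 further: plate controls were DMSO full reaction for no effect and no enzyme background for full effect; strong numbers were not always called active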
# bCat nuc transl: alters nuclear translocation of beta-catenin in HeLa cells | immunofluorescence imaging | nuclear translocation activity, % at 5 µM | 190,000 compounds, 0.3% hits;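 active means nuclear translocation activity above 50% at 5 µM, with a well cell count of 50 or more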;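 further: per-cell ratio of nuclear to cytoplasmic median beta-catenin stain intensity; plate controls were DMSO negative control for no effect and GSK-3 inhibitor IX positive control for full effect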
#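 Signal – beta-catenin immunofluorescence imaging with DAPI · Test system – human HeLa cell line · Dosing – 5 µM primary single dose, 0.1% DMSO, 0.02–20 µM confirmation series · Measure – % activation, nuclear-to-cytoplasmic median beta-catenin signal ratio per cell · Incubation – 24 h compound exposure at 37°C, 5% CO2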
# WT yeast gro inh: growth inhibition of WT yeast, mitochondrial fusion screen. inhibition, % at 10 µM. 190,000 compounds, 2.1% hits. mitochondrial fusion phenotypic screen, WT strain. AID 1362; in the data active means inhibition above about 58%; tested in S. cerevisiae
# Yfh1-depleted yeast: enhancers of respiration in Yfh1-depleted yeast, dose response, Friedreich's ataxia, plus single-dose screen (AID 1465). S. cerevisiae Yfh1-off respiration, WST-1 reduction, 72 h; higher fold induction means a stronger effect. one-dose fold induction at 50 µM; EC50 in µM for titrated hits. 220,000 compounds, 0.074% hits;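 active means fold induction of absorbance versus untreated yeast above a set limit, then at least 30% activation at any dose in follow-up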;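 further: activators that raise dye reduction in frataxin-depleted yeast; strong numbers were not always called active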
# WT yeast gro inh mutant strain: second read-out of WT yeast gro inh, no call of its own (marks repeat the call); inhibition, %; mitochondrial fusion phenotypic screen, mutant strain inhibition
# Dynein transport cytoplasmic EGFP: second read-out of Dynein transport, no call of its own (marks repeat the call); z-score; measured here: cytoplasmic GR-EGFP intensity; active compounds read high
# Dynein transport nuclear GR-EGFP: recorded beside Dynein transport, whose call it bears; z-score; measured here: nuclear GR-EGFP intensity;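 lower value marks the stronger effect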
# Dynein transport cell count: recorded beside Dynein transport, whose call it bears; z-score; measured here: cell count per field
# bCat nuc transl cell count 5 µM: second read-out of bCat nuc transl, no call of its own (marks repeat the call); cell count; measured here: cell count, cytotoxicity flag
# T cell HTS vesicle-bound %: further read-out of T cell HTS, marked with its call; double positive events, %; measured here: CD8+ vesicle-bound cell fraction;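 binding gate set so that unloaded-vesicle control wells show 10% double positive cells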
# MT stabilize HCS Hoechst-high %: further read-out of MT stabilize HCS, marked with its call; % Hoechst-high responders; measured here: nuclear condensation Hoechst responders;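 share of cells brighter than vehicle mean plus two SD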
# MT stabilize HCS cytotoxicity %: further read-out of MT stabilize HCS, marked with its call; toxicity, %; measured here: cytotoxicity by cell density;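 0% = mean cell density of plate MIN control wells and 100% = no cells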
# Autophagy HCS cell loss 18 h: second read-out of Autophagy HCS, no call of its own (marks repeat the call); toxicity, %; measured here: cell loss, nuclei count;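 cell loss after 18 h compound exposure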
# An asterisk follows results filed as active; i = inactive; / = no result given; + = active, no number. Rows were taken by chance; 4.4% or so of the library scored in one or more.
SMILES,MT stabilize HCS,MT stabilize HCS Hoechst-high %,MT stabilize HCS cytotoxicity %,P. falciparum M17LAP,T cell HTS,T cell HTS vesicle-bound %,Dynein transport,Dynein transport cytoplasmic EGFP,Dynein transport nuclear GR-EGFP,Dynein transport cell count,Autophagy HCS,Autophagy HCS cell loss 18 h,P. falciparum M1AAP,bCat nuc transl,bCat nuc transl cell count 5 µM,WT yeast gro inh,WT yeast gro inh mutant strain,Yfh1-depleted yeast
O=C(C[n+]1ccccc1)Nc1ccccc1C(=O)O,3.7,3.5,4.4,6%,i,53,0.66,-0.15,0.63,-1.2,i,-1,13%,-0.4,1163,-5,-5,i
CCCCC1=CC2=C(c3ccco3)C(=O)C(C)(OC(=O)c3ccc(OC)cc3)C(=O)C2=CN1CCN1CCOCC1 (stereo unspecified),/,/,/,6%,i,17,-0.61,-0.7,-0.23,-0.12,/,/,6%,0.3,1132,/,/,i
O=C(Cn1cnc2ccccc2c1=O)c1ccc2ccccc2c1,1.8,1.4,7.6,0%,i,43,0.27,0.22,0.11,0.051,i,1,1%,-0.8,1188,3,15,i
O/N=C(/Cc1ccccn1)c1ccccc1,2.7,2.3,7.9,5%,i,43,-1.3,-0.13,-0.52,0.38,i,5,-5%,-0.9,829,8,-9,i
CCCOc1ccc(NCC(=O)Nc2ccc(C)cc2C)cc1,3.5,1.7,3.1,11%,i,37,-0.4,-0.16,-0.2,0.19,i,-1,10%,2.0,1057,2,-4,i
CCCC[n+]1c(C)sc2cc(OC)ccc21,1.4,1.0,5.4,3%,i,18,-0.19,-0.31,0.09,0.26,i,36,6%,1.1,1092,15,13,i
C[C@]1(C(=O)NCc2cc(F)cc(C(F)(F)F)c2)C=C[C@@H](Cc2ccccc2)N1C(=O)c1ccccc1,4.0,3.4,8.3,25%,/,/,-0.9,-0.19,-0.024,0.75,i,-1,-3%,-1.6,568,52,-5,i
O=C(NCc1ccccc1C(F)(F)F)C1CC(c2cc(C(F)(F)F)cc(C(F)(F)F)c2)=NO1 (stereo unspecified),/,/,/,5%,i,51,1.2,-0.75,0.71,-0.29,/,/,8%,0.1,1372,/,/,i
Cc1nnc(SC(C)C(=O)Nc2ccc3c(c2)OCCO3)s1 (stereo unspecified),2.6,2.0,9.3,14%,i,48,0.56,-0.47,0.14,-0.013,i,1,2%,-5.6,1177,-17,8,i
COc1ccccc1-n1c(=S)[nH]c2c(sc(=S)n2-c2ccccc2C)c1=O,3.5,1.4,5.5,7%,i,61,-0.16,-0.3,-0.11,0.49,i,-39,6%,-1.2,1071,-19,-6,i
COCCNC(=S)N1CCN(S(C)(=O)=O)CC1,2.8,1.4,2.1,-1%,i,54,1.5,0.12,1.9,-2.4,i,-12,-4%,6.3,844,24,6,i
Cc1ccc(-c2cc(C(=O)N/N=C/C=C/c3ccccc3)n[nH]2)s1,5.1,5.3,4.4,-4%,i,49,0.5,-0.088,0.64,0.026,i,-10,-10%,-1.1,539,50,-3,i
O=C(c1ccc(Cl)cc1)N1CCCOC1,2.2,1.9,5.1,8%,i,50,0.19,-0.077,0.48,-0.59,i,3,1%,0.8,1066,14,11,i
CCOC(=O)N1CCN(CCC(=O)Nc2ccc(C)cc2)CC1,0.9,0.5,6.5,-14%,i,29,0.01,-0.18,-0.057,0.17,i,0,1%,0.3,1061,-10,-5,i
O=C(COC(=O)CNC(=O)c1ccc(Cl)cc1)Nc1ccc(Cl)cc1C(F)(F)F,3.5,3.0,3.3,9%,i,46,-0.79,-0.27,-0.21,1.3,i,1,1%,1.7,1060,6,-11,i
CCSc1nnc(Nc2ccc(C)cc2)s1,3.1,2.2,0.2,9%,i,8,-0.47,-0.24,-0.96,0.69,i,1,13%,-0.8,1298,-16,-7,i
N#Cc1c(N)n(CCCN2CCOCC2)c2nc3ccccc3nc12,2.0,1.3,4.9,i,i,13,-0.45,-0.21,-0.071,0.27,i,-4,7%,0.2,1204,8,3,i
CNCc1ccc(OCc2ccccc2)c(OC)c1,5.3,2.8,0.9,2%,i,42,-1.6,0.65,-0.7,0.64,i,-1,4%,-3.5,1123,-1,6,i
O=C(CN1CCN(S(=O)(=O)c2ccc(Cl)s2)CC1)NCc1ccc(Cl)cc1,3.0,1.7,6.0,4%,i,37,-0.16,-0.22,0.3,0.084,i,-4,19%,/,/,62*,-2.8*,/
O=C(CCc1ccccc1)N1CCN(c2ccccn2)CC1,4.2,3.7,7.8,9%,i,42,-0.67,-0.28,-0.77,0.76,i,-2,0%,-0.8,504,-13,-18,i
Cc1sc2ncnc(N[C@@H](CCC(=O)O)C(=O)O)c2c1C,3.3,1.5,2.8,5%,i,43,1.1,-0.087,0.86,-0.058,i,13,-2%,-4.1,1052,0,-16,i
Cn1c(SCC(=O)N2CCCc3ccccc32)nnc1-c1cccs1,0.6,0.8,6.4,-5%,i,21,-0.11,-0.2,-0.055,0.6,i,-1,13%,1.9,1140,5,1,i
COc1ccc(C(=O)N2CCN(C(=O)c3ccc(-c4ccccc4)cc3)CC2)cc1OC,2.0,3.0,4.5,0%,i,60,-0.74,-0.16,-0.44,-0.34,i,2,-5%,0.2,1044,-18,-5,i
CCOC(=O)N1CCN(CC(=O)Nc2cc(C)nn2-c2nc3ccccc3s2)CC1,1.4,0.7,9.8,-3%,i,37,0.2,-0.3,0.45,0.13,i,5,5%,-1.1,1088,5,9,i
COc1cc2c(cc1OC)C(SC)=NC1(CCCC1)C2,1.5,1.6,9.5,-13%,i,44,-3.6*,0.26*,-2*,1.2*,i,-19,7%,0.0,1450,-2,-9,i
# (further entries)
SMILES,MT stabilize HCS,MT stabilize HCS Hoechst-high %,MT stabilize HCS cytotoxicity %,P. falciparum M17LAP,T cell HTS,T cell HTS vesicle-bound %,Dynein transport,Dynein transport cytoplasmic EGFP,Dynein transport nuclear GR-EGFP,Dynein transport cell count,Autophagy HCS,Autophagy HCS cell loss 18 h,P. falciparum M1AAP,bCat nuc transl,bCat nuc transl cell count 5 µM,WT yeast gro inh,WT yeast gro inh mutant strain,Yfh1-depleted yeast
Cc1ccc(/C=N\NC(=O)COc2ccc(C)cc2[N+](=O)[O-])cc1,2.5,1.4,1.6,0%,i,29,-0.6,-0.1,-0.2,0.56,i,21,9%,-1.1,1150,5,2,i
O=C(Nc1ccc2c(c1)OCO2)N1CCN(S(=O)(=O)c2ccc(Cl)cc2)CC1,1.2,1.5,2.5,9%,i,43,0.93,-0.18,0.34,0.23,i,-7,2%,-0.2,1108,17,15,i
Cc1ccccc1C(=NC(=O)c1ccccc1)c1ccccc1,2.6,1.8,8.6,6%,i,15,0.06,-0.14,0.51,0.89,i,-23,2%,-1.1,1334,-1,-8,i
Cc1nc2ccccc2c(-c2ccccc2)c1C(=O)c1ccccc1,3.2,2.5,10,14%,i,30,0.38,-0.37,0.21,0.25,i,-13,12%,-3.7,1188,-7,-14,i
CCOCC(=O)Nc1ccc(OCc2ccccc2)cc1,5.6,2.1,8.2,0%,i,34,-0.87,-0.37,0.064,1.4,+,14*,5%,1.3,1532,3,5,i
CC(=O)Nc1ccc(-c2csc(NC(C)c3ccccc3)n2)cc1 (stereo unspecified),5.6,2.6,4.9,-1%,i,47,0.062,-0.31,0.3,0.57,i,16,3%,0.3,1056,6,13,i
COc1ccc(CCNc2cn[nH]c(=O)c2Cl)cc1OC,1.4,1.8,5.5,11%,i,56,0.036,-0.35,0.13,0.47,i,-1,11%,0.2,1504,-12,9,i
COc1ccc(NC(=O)O/N=C/c2ccccc2Cl)cc1,/,/,/,2%,i,40,-0.31,-0.21,-0.54,0.55,/,/,-2%,0.0,1332,/,/,i
[N-]=[N+]=CC(=O)CC(c1ccccc1)N1C(=O)c2ccccc2C1=O (stereo unspecified),4.6,2.9,2.5,17%,i,31,0.67,-0.24,0.41,0.53,i,-6,3%,/,/,0,13,/
CN(C)/C=N/C(=S)Nc1ccccc1Cl,1.3,3.8,7.9,0%,i,36,0.18,-0.26,-0.015,0.69,i,8,4%,-0.5,1530,18,11,i
CCOc1cc(/C=N\NC(=O)c2ccc(NC(=O)C(C)(C)C)cc2)ccc1OC(=O)c1cccc(C)c1,2.4,1.1,3.3,-2%,i,61,0.4,-0.13,0.6,-0.036,i,9,-4%,-1.2,1381,-5,2,i
CCc1c(C)nc(SCCOc2ccc(OC)cc2)[nH]c1=O,4.2,1.8,0.0,-15%,i,27,-0.45,-0.28,-0.13,0.66,i,1,-2%,/,/,13,12,i
